Source: PubChem
HIV Rev-RRE inh: disrupts HIV-1 Rev binding to RRE RNA; Rev peptide-RRE RNA binding, FRET; inhibition, % at 8 µM; 97,000 compounds, 0.79% hits;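 active = inhibition above the screen-wide mean plus 3 SD, cut at about 35% in these data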;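 also: 0% = median DMSO wells and 100% = median Neomycin B control wells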
Target sequence (P05866 whole entry, looked up): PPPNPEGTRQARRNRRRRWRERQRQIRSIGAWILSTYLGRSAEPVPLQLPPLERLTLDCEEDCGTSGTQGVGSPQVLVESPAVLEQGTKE
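Test system: Cy5-tagged RRE RNA duplex with fluorescein-tagged Rev peptide | Read-out: % inhibition of FRET ratio versus controls | Probe or stimulus: Labelled Rev peptide | Incubation: 5 min RNA-compound premix plus 15 min binding step, 25 °C | Technique: FRET fluorescence readout | Benchmarks: DMSO low control, neomycin B high control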
S1P2 antag: blocks the human S1P2 receptor | O95136 | cell-based S1P2 antagonist assay, inhibition at 5 uM | inhibition, % at 5 µM | 97,000 compounds, 0.21% hits; in the data active = inhibition above about 45%;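 also: CRE beta-lactamase reporter cells expressing human S1P2 stimulated with S1P; 0% = agonist at EC80 alone and 100% = agonist plus reference antagonist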
EphB4 antag: EphB4-ephrin-B2 interaction antagonism; P54760; EphB4 LBD / TNYL-RAW-Alexa532 peptide, fluorescence polarization; inhibition, % at 7 µM; 97,000 compounds, 0.15% hits; AID 720;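 active = inhibition above the screen-wide mean inhibition plus 3 SD, cut at about 15% in these data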;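 also: 0% = DMSO wells and 100% = excess unlabeled TNYL-RAW peptide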
Target sequence (P54760 whole entry, looked up, the tested form may be a part): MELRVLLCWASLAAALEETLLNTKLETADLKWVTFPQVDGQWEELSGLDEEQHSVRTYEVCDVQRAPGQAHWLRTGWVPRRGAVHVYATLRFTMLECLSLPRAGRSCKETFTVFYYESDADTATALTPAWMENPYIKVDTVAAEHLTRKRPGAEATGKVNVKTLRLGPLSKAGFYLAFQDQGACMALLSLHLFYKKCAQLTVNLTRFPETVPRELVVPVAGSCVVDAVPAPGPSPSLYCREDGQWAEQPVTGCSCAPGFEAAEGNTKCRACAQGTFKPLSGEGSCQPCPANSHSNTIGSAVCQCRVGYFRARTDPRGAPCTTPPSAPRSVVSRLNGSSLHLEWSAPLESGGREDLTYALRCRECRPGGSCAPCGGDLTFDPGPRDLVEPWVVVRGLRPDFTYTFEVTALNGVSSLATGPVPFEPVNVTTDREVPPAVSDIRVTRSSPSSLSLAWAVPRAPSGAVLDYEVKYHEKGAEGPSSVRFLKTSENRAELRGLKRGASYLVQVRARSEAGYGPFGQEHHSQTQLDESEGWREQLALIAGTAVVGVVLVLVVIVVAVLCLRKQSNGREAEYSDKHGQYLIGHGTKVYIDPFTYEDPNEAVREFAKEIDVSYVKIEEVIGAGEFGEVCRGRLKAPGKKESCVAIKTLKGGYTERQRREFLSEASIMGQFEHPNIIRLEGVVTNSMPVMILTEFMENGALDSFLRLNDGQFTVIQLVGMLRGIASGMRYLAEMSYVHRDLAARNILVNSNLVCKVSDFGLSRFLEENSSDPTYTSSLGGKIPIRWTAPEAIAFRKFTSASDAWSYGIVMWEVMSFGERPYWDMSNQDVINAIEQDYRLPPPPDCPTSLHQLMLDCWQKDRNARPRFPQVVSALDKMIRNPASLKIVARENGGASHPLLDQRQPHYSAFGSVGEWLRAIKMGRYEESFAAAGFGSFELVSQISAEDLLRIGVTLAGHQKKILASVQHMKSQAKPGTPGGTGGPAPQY
FAK inh: FAK (human) kinase inhibition; biochemical FAK kinase activity assay; inhibition, %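 (tested at 7 µM)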; Q05397; 97,000 compounds, 0.84% hits; in the data active = inhibition above about 19%;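 also: 0% = DMSO and 100% = reference compound high control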
PostGolgi yeast: growth inhibition of a yeast mutant, post-Golgi transport screen; post-Golgi transport phenotypic cell assay; AID 739; 98,000 compounds, 0.9% hits; inhibition, % at 10 µM;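 also: yeast cells grown in 1536-well plates; yeast grown about 18 h at 30C before absorbance read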
S1P2 agonist: agonists of human S1P2 receptor. S1P2-expressing cell line, agonist reporter read-out. activation, % at 4.5 µM. 97,000 compounds, 0.46% hits. AID 729; in the data active = activation above about 16%;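 also: 0% = vehicle low control and 100% = maximal reference agonist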
PTPN22 inh 2: blocks human PTPN22 phosphatase activity | Q9Y2R2 | recombinant LYP catalytic domain, DiFMUP fluorescence | inhibition, % at 2 µM | 96,000 compounds, 0.21% hits;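 active = inhibition at 2 µM at or above a set limit, the screen mean plus 3 SD, cut at about 24% in these data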;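 also: 0% = DMSO with enzyme and 100% = enzyme fully blocked by orthovanadate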
PostGolgi ctrl: growth of the yeast control strain, post-Golgi counter-screen; efflux-deficient yeast background strain, growth absorbance A615, 16 h; inhibition, % at 10 µM; 98,000 compounds, 5% hits
LYP act: LYP (human) phosphatase activation. Q9Y2R2. AID 697. recombinant LYP, DiFMUP fluorescence; 0 = plate median, 100 = signal doubled. 96,000 compounds, 0.11% hits. activation, % at 2 µM;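 active = activation at 2 µM above a set limit, the mean plus 5 SD, cut at about 37% in these data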
* marks the source's active call; other numbers are inactive results; nt = no result given. Rule as the data show it, unless noted: active = inhibition above about 30%; inactive = the rest.

SMILES	HIV Rev-RRE inh	S1P2 antag	EphB4 antag	FAK inh	PostGolgi yeast	S1P2 agonist	PTPN22 inh 2	PostGolgi ctrl	LYP act
COc1ccc(CCn2c(N3CCN(C)CC3)nc3c2c(=O)[nH]c(=O)n3C)cc1	-2	4	-7	-2	2	-8	-12	8	12
Cc1ccc(N2CC(C(=O)Nc3ccc(S(=O)(=O)N4CCCC4)cc3)CC2=O)cc1 (stereo not drawn)	12	0	1	-1	-8	-7	1	15	-1
CCC(C)Sc1nnc(Cc2cc(=O)[nH]c(=O)[nH]2)n1-c1ccc(F)cc1 (stereo not drawn)	-4	-13	-7	0	1	-1	nt	5	nt
Cc1cccc(NCC(O)Cn2cnc3c2c(=O)n(C)c(=O)n3C)c1 (stereo not drawn)	0	8	-12	0	3	-4	-5	2	4
O=C(Oc1ccc2c3c(c(=O)oc2c1)CCC3)c1ccco1	8	6	3	-2	-4	-4	3	-3	-6
CNS(=O)(=O)c1cccc(C(=O)OCC(=O)N2CCc3ccccc3C2)c1	1	-10	-4	-1	-8	-5	-2	3	4
Cc1ccc(-c2nnc(N3CCN(S(C)(=O)=O)CC3)c3ccccc23)cc1	9	0	-2	-9	6	-6	15	7	-12
Cc1nc(CS(=O)(=O)c2ccccc2)cc(Sc2ccccc2Cl)n1	2	12	1	3	24	-4	0	2	4
O=C(Cc1ccccc1)Nc1c(C(=O)N2CCCCCC2)cnn1-c1ccccc1	4	6	7	2	nt	-9	-11	nt	10
CCn1ncc(/C=C/C(=O)NCc2cn(C)nc2C)c1C	2	-21	-7	-2	3	-9	-9	-5	15
COc1ccc(C(=O)/C=C/c2cccs2)c(OC(=O)c2cccc([N+](=O)[O-])c2)c1	13	17	-1	-2	-6	-3	-2	21	5
CCCCC(=O)Nc1ccc(C(=O)Nc2nnc(COC)s2)cc1	11	-26	4	-3	-2	-3	-2	0	5
CC(C)(C)NC(=O)CSc1nnnn1C(C)(C)C	-6	7	-4	-8	0	-10	0	10	-1
CCOC(=O)Cn1c(=N)n(CCOc2ccc3ccccc3c2)c2ccccc21	11	-21	-1	1	-3	-5	5	12	-7
O=C(NNC(=O)c1cc(-c2ccccc2)nc2ccccc12)Nc1cccc(Cl)c1	5	2	7	2	0	-6	-17	14	12
O=C(COc1nc2ccccc2nc1N1CCOCC1)N1CCc2ccccc21	12	-1	1	-3	-10	-4	14	1	-15
CCN(CC)C(=O)CSc1ncnc2c1nnn2-c1ccc(F)cc1	5	16	3	10	-2	0	12	5	-12
Cc1ccc2cc(C#N)c(N3CCCN(C(=O)C4CCCO4)CC3)nc2c1 (stereo not drawn)	12	18	9	3	4	-1	-3	6	0
O=C(NC1CCCCC1)c1cccc(S(=O)(=O)N2CCOCC2)c1	1	14	-3	7	7	-5	16	-5	-16
COC(=O)C1CCN(C(=O)c2ccc(SC)cc2OC)CC1	7	18	2	2	2	-5	1	5	-2
COc1ccc(C(=O)N(c2ccccc2)C2C=CS(=O)(=O)C2)cc1 (stereo not drawn)	1	21	1	1	15	-2	7	0	-6
COC(=O)CSc1nnc(-c2ccc(S(=O)(=O)NCc3ccccc3Cl)cc2)o1	5	-4	-2	0	25	-5	-2	-2	-1
Cc1ccc(Cn2nc(C)c(NC(=O)c3cc(-c4ccco4)on3)c2C)cc1	4	19	-2	1	-7	-4	6	6	-7
CCOC(=O)CSc1nc2c(sc(=S)n2Cc2ccco2)c(=O)n1-c1ccc(F)cc1	6	-11	4	3	3	-1	11	17	-13
c1ccc(-c2cc(CSc3nc4ccccc4[nH]3)on2)cc1	-3	-7	-5	1	6	-8	-6	11	9
Cc1cccc(N(CC(=O)N=Nc2c(O)[nH]c3ccccc23)S(C)(=O)=O)c1C	17	0	-1	0	-4	-1	0	20	-2
O=C(Cn1cnc2ccccc2c1=O)NCCC(=O)N1CCN(c2ccccc2)CC1	5	-2	-1	1	-3	-2	-5	-5	2
Cc1ccc(S(=O)(=O)NCCNC(=O)CN2CCCC2)cc1	3	9	-3	4	1	-1	-1	5	-1
CCCn1c(SCC(=O)c2cc(OC)ccc2OC)nc2c1c(=O)n(C)c(=O)n2C	8	8	2	-3	nt	-3	-26	nt	21
Cc1ccccc1OCCCCCn1ccnc1	1	0	1	0	9	-1	4	5	-6
CN(C)/C=C(\C#N)C(=O)c1cccc(Oc2ccc(Br)cc2)c1	10	13	4	2	-5	-7	-2	25	-1
O=C(NCCCn1ccnc1)c1sc2cccc(F)c2c1Cl	5	3	8	2	-1	-9	6	0	-3
CCN1CCN(Cc2ccc(OCc3ccccc3)c(OC)c2)CC1	5	11	3	-2	2	-3	6	10	-6
COc1ccc(/C=N/NC(=O)c2ccccc2)cc1CN1CCN(c2ccc(F)cc2)CC1	8	9	2	8	-2	-6	3	11	0
CCCc1cc(=O)[nH]c(SCC(=O)c2cc(C)n(C3CC3)c2C)n1	-3	5	-4	3	-8	-3	8	17	-5
CCC(=O)N1CCc2cc(S(=O)(=O)N3CCN(C(=O)c4ccco4)CC3)ccc21	-4	-14	5	1	0	1	-9	1	9
CCCCn1c(=O)[nH]c2ccccc21	7	-13	0	4	-7	-6	-4	5	1
C=CCC(NCc1ccco1)c1ccc(OC)c(OC)c1 (stereo not drawn)	2	2	2	-1	6	-1	2	12	-1
Cc1ccnc(NC(=O)c2ccc([N+](=O)[O-])o2)c1	9	35	0	6	11	-5	-2	10	4
Cc1ccccc1CN1CCN(S(=O)(=O)c2ccc(F)cc2)CC1	18	6	5	-1	-2	-2	-3	1	2
O=C(c1ccc(S(=O)(=O)Nc2ccc(F)cc2)cc1)N1CCN(C(=O)c2ccco2)CC1	3	-6	-5	27*	24	-1	-2	4	3
O=C(CSc1ncn[nH]1)Nc1ccnc2ccccc12	9	2	0	4	-18	-2	-1	12	-2
CCSc1cc(N2CC(C)OC(C)C2)nc(-c2ccccc2Cl)n1 (stereo not drawn)	5	-17	-2	-1	5	-4	3	14	-3
COCCCNC(=O)CSc1nc2ccccc2c(=O)n1CCCC(=O)NCC1CCCO1 (stereo not drawn)	2	1	2	3	1	-3	-3	15	0
O=C(Nc1ccccc1N(C(=O)c1ccco1)S(=O)(=O)c1cccs1)c1ccco1	3	-4	3	0	-9	-2	0	3	0

Two records drawn at random from those above:
SMILES	HIV Rev-RRE inh	S1P2 antag	EphB4 antag	FAK inh	PostGolgi yeast	S1P2 agonist	PTPN22 inh 2	PostGolgi ctrl	LYP act
Cc1ccccc1CN1CCN(S(=O)(=O)c2ccc(F)cc2)CC1	18	6	5	-1	-2	-2	-3	1	2
CCCCn1c(=O)[nH]c2ccccc21	7	-13	0	4	-7	-6	-4	5	1

Remaining list, next part:
SMILES	HIV Rev-RRE inh	S1P2 antag	EphB4 antag	FAK inh	PostGolgi yeast	S1P2 agonist	PTPN22 inh 2	PostGolgi ctrl	LYP act
C=CCSc1nc2sc(C)c(C)c2c(=O)n1CC=C	15	-23	3	-2	nt	-7	8	nt	-12
Cc1c(OCc2ccccc2)c(=O)ccn1Cc1ccccc1	9	-19	7	5	6	-3	9	4	-9
CCOc1ccc(NC(=O)CCC(=O)O)cc1	12	0	8	-3	-1	-3	6	12	-5
COc1ccc(-c2nnc(SCC(=O)Nc3cccc(Cl)c3)o2)cc1	10	12	9	7	-2	-4	-4	-5	2
CCn1cc(C(=O)O)c(=O)c2cnc(N3CCN(C(=O)Nc4ccccc4)CC3)nc21	9	5	5	4	nt	-4	7	nt	-4
Cc1occc1C(=O)Nc1cc(C(F)(F)F)ccc1Cl	10	12	-3	5	0	-6	10	2	-7
Cc1ccc(Cl)cc1N1CCN(Cc2cc3c(cc2O)CCC3)CC1	16	14	-2	-1	3	-6	1	5	2
O=CNC(=O)c1ccccc1C(=O)O	6	-24	-10	7	10	-4	9	-7	-8
CCCc1nc2ccc(NC(=O)c3ccco3)cc2c(=O)n1Cc1ccc(Cl)cc1	5	12	7	0	1	-8	5	11	-3
CCC(C)c1cc(S(=O)(=O)N2CCOCC2)ccc1OC (stereo not drawn)	2	-5	-2	0	24	-2	-16	8	10
CCOC(=O)c1c(-c2ccc(OC)cc2)csc1NC(=O)CSc1ccccc1	9	-6	-3	4	-8	-3	-4	1	0
CCCc1nc2ccccc2c(C(=O)OCC(=O)Nc2cccc(S(=O)(=O)N3CCOCC3)c2)c1CC	-1	-10	-5	-3	-2	19*	-15	4	11
Cc1cccc(C(=O)N2CCC(c3nc(-c4ccc(S(=O)(=O)N5CCOCC5)cc4)no3)CC2)c1	-4	9	-9	-3	9	-8	-2	-3	4
O=Cc1c(Sc2ccccn2)nc2ccccn2c1=O	10	-3	1	3	nt	-8	0	nt	-2
COc1cc(C(=O)O)nc2ccccc12	9	0	0	4	-1	-5	2	-6	-3

Among those listed so far, these contain a nitro group on carbon.
SMILES	HIV Rev-RRE inh	S1P2 antag	EphB4 antag	FAK inh	PostGolgi yeast	S1P2 agonist	PTPN22 inh 2	PostGolgi ctrl	LYP act
COc1ccc(C(=O)/C=C/c2cccs2)c(OC(=O)c2cccc([N+](=O)[O-])c2)c1	13	17	-1	-2	-6	-3	-2	21	5
Cc1ccnc(NC(=O)c2ccc([N+](=O)[O-])o2)c1	9	35	0	6	11	-5	-2	10	4

(continued)
SMILES	HIV Rev-RRE inh	S1P2 antag	EphB4 antag	FAK inh	PostGolgi yeast	S1P2 agonist	PTPN22 inh 2	PostGolgi ctrl	LYP act
CCCn1c(=N)c(C(=O)NC2CCCC2)cc2c(=O)n3cccc(C)c3nc21	7	-21	-6	-1	nt	9	2	nt	-2
COc1cc2ncnc(NCc3ccccc3)c2cc1OC	5	-10	3	7	1	-2	-12	0	16
FC(F)(F)C12CC(c3ccccc3)=NCCN1CCN2 (stereo not drawn)	11	-11	-11	-1	19	-4	-13	12	10
Nn1c(SCC(=O)Nc2ccc3c(c2)OCO3)nnc1C1CC1	6	17	-1	2	10	-5	4	6	2
CCc1c(C)c2cc(Cl)c(O)c(CN(CC)CC)c2oc1=O	1	-20	-3	0	-7	5	-11	-1	11
CCOc1ccc(OCC(=O)c2c(O)c3ccccc3oc2=O)cc1	3	19	1	2	6	0	-8	1	6
Cc1ccc(-c2cc(-c3ccccc3)c(C#N)c(N)n2)o1	25	10	1	-4	5	-4	3	10	-5
CCN(CC)c1nc(C)nc2c1cnn2CCc1ccccc1	0	-49	5	5	2	-3	-10	16	7
O=C(NC(C(=O)N/N=C/c1c2ccccc2cc2ccccc12)c1n[nH]c(=O)c2ccccc12)c1ccccc1 (stereo not drawn)	3	21	5	3	-2	-6	20	18	-18
COc1ccc(N(CC(=O)NCCC2=CCCCC2)S(C)(=O)=O)cc1	5	-17	-9	1	-2	0	12	1	-10
COc1ccc(C(=O)N2CCN=C2SCc2cccnc2)c(OC)c1	-1	4	-8	1	0	-4	-5	-2	2
N#Cc1nc(COc2ccccc2Cl)oc1NCc1cccnc1	4	-12	6	-4	59*	0	8	47*	-8
CCOc1c(Br)cc(C(N)=O)cc1OC	4	12	4	4	-3	-3	-1	-3	-2
Cc1c(-n2c(SCC(=O)O)nnc2-c2ccccc2Cl)c(=O)n(-c2ccccc2)n1C	12	2	0	-3	1	-6	-14	1	13
CC(=O)N1CCN(CC(=O)Nc2c(Cl)cccc2Cl)CC1	9	18	-2	0	0	-3	2	6	-2
Cc1ccccc1N(CC(=O)N/N=C/c1ccc(N(C)C)cc1)C(=O)c1ccccc1	8	-7	3	0	9	-4	-2	2	1
CCOc1ccc(C2CC(c3cccc(C)c3)n3ncnc3N2)cc1 (stereo not drawn)	10	11	1	-5	-10	-5	3	-1	-4
CCC1(CC)C(=O)NC(=O)NC1=Nc1cccc(OC)c1	7	3	-2	2	-1	-7	-3	4	6
COC(=O)c1[nH]nc2c1C(=O)N(C1CCCCC1)C2=O	1	12	1	-1	-7	-3	-4	13	3
CCOC(=O)CCCCC(=O)c1[nH]c(=O)[nH]c1CSCCO	2	-3	9	-3	21	-3	5	6	-2
CC1CCc2cc(F)ccc2N1C(=O)c1ccc2c(c1)OCO2 (stereo not drawn)	7	-2	-1	-7	0	-6	8	7	-4
O=C(c1ccccc1)C1C(=O)c2ccccc2C1=O	7	23	1	-3	5	-3	-13	5	10
